TDP-43 yeast inh: rescues yeast growth from TDP-43 toxicity; TDP-43 expressing yeast growth rescue, BacTiter-Glo, 24 h; Potency, µM (titrated, usually from 46.1 µM), for inactives: top-dose growth rescue (activation), actives largely listed as activators; 1.8% of 410,000 active; further: potency means the concentration at half of the fitted maximal effect; % of control where 0% means no effect; nearly all actives have a fitted effect of over 50% in size
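Cell-based yeast growth screen: TDP-43 expression induced in galactose, inoculum OD600=0.02 after raffinose pregrowth to mid-log. Read-out BacTiter-Glo luminescence at 24 hr, 30 deg C; inhibition of toxicity seen as signal increase.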
Mm-Cpn inhibitor: blocks the Methanococcus maripaludis chaperonin Mm-Cpn; purified Mm-Cpn ATPase, ADP Transcreener TR-FRET; 0.031% of 330,000 active; Potency, µM (top dose mostly 76.9 µM), inactives show at the top dose activity, negative = inhibition, actives largely listed as inhibitors; further: potency means the concentration at half of the fitted maximal effect; on the % scale 0 is the no-effect control and ±100 the full control effect; nearly all actives have a fitted effect of over 80% in size
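TR-FRET (320 nm excitation; 590 and 665 nm emission) reports ADP made from 10 uM ATP by 25 nM enzyme; compounds were preincubated 10 min, reaction run 30 min, both at 37°C.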
Abeta rescue: compounds reversing amyloid beta toxicity in yeast. yeast expressing A-beta42, growth rescue, OD600, 48 h; response scale: 0% DMSO, 100% iron-clioquinol control. Potency, µM (titrated, usually from 46.1 µM), inactives show at the highest dose growth rescue, hits mostly activators. 0.063% of 410,000 active; further: potency means the concentration at half of the fitted maximal effect; nearly all actives have a fitted effect of over 55% in size
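Yeast A-beta toxicity model in growth medium with pinned compounds, 48 h at 30 C; growth read as absorbance at 600 nm. Normalized to FeCl3/clioquinol equimolar mix (positive) and DMSO (negative).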
aSyn yeast inh: alpha-synuclein toxicity inhibition in yeast; Yeast expressing alpha-synuclein, growth rescue, BacTiter-Glo, 24 h; Potency, µM (series often up to 46.1 µM), inactives show at the highest dose growth rescue (activation), usual class: activators; 0.14% of 370,000 active; AID 652106; further: potency means the concentration at half of the fitted maximal effect; % of control where 0% means no effect; nearly all actives have a fitted effect of over 65% in size
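Screening used galactose-induced yeast with toxic alpha-synuclein levels, exposed to compound for 24 hr at 30 deg C. Cell growth, read with BacTiter-Glo luminescence, gave the measured signal.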
PTHR1 ag: activates the human parathyroid hormone receptor PTHR1. Potency, µM (top dose mostly 115 µM), without a hit: at the top dose activation, actives largely listed as activators. HEK293 GP2 PTHR1 cells, GloSensor cAMP luminescence, 1 h. 0.075% of 410,000 active. Q03431; further: potency means the concentration at half of the fitted maximal effect; nearly all actives have a fitted effect of over 55% in size; some results filed as inactive show a strong effect at the top dose; inactives centre near -15; many of its hits are not listed in these tables
Target sequence (Q03431 whole entry, looked up): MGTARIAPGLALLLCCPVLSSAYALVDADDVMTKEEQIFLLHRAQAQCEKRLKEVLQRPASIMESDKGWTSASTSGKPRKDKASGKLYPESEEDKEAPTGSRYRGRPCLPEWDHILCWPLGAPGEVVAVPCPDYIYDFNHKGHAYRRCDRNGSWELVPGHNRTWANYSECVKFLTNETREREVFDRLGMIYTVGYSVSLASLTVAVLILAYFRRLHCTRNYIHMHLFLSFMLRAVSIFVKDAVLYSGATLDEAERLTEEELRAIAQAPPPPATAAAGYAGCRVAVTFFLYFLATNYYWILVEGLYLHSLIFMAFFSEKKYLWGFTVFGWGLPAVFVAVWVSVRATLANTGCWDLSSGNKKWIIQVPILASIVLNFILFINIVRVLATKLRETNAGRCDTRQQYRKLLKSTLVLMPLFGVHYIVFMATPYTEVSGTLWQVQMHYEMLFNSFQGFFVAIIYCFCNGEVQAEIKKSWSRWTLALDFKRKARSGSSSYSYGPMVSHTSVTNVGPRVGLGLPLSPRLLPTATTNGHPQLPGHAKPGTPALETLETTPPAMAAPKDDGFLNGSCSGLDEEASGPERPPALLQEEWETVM
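HEK-293-derived GP2 cells expressing PTHR1 and a GloSensor cAMP reporter, 3,000/well, plated overnight, given luciferin plus IBMX (each 0.5 mM as added) for 1 h at 37 °C, then compound for 1 h at 37 °C. Luminescence was read after 15 min at room temperature.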
GLP1R inv ag: inverse agonists of human GLP-1 receptor; P43220; HEK293 GLP-1R CRE-luciferase, luminescence, 24 h; GLP-1R form is constitutively active; Potency, µM (top dose mostly 38.3 µM), without a hit: at the highest dose activity change, negative = inhibition, actives largely listed as inhibitors; 1.6% of 410,000 active; AID 624417; further: potency means the concentration at half of the fitted maximal effect; on the % scale 0 is the no-effect control and ±100 the full control effect; nearly all actives have a fitted effect of over 55% in size
Target sequence (P43220 whole entry, looked up): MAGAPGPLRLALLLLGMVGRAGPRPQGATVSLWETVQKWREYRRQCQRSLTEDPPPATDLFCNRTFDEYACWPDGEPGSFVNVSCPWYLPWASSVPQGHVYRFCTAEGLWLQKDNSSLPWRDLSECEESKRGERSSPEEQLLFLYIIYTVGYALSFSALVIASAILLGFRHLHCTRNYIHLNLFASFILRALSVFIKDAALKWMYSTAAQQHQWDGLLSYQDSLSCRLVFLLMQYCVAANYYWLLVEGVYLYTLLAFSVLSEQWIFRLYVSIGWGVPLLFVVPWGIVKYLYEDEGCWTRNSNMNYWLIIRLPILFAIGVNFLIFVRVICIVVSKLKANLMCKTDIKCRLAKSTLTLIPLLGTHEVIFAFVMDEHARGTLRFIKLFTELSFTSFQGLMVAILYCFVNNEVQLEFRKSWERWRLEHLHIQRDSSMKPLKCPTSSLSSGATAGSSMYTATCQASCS
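Inverse agonists were sought by their lowering of basal cAMP reporter luciferase output in HEK293 cells stably carrying constitutively active human GLP-1R, after 24 h compound treatment.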
pAkt inh: Akt phosphorylation inhibition; Neuro2A IGF-stimulated pAkt S473 HTRF, 20 min; hits give low values; activity change, % for hits at 50 µM; 0.32% of 360,000 active; AID 651550; in the data active means activity change below about -80%; inconclusive means mostly about -51% to -80%; further: on the % scale 0 is the no-effect control and ±100 the full control effect
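Neuro2A cells in DMEM with 0.5% FBS, overnight at 37 deg C, given compound at single 50 µM final, then IGF (6 nM final) for 20 min at 37 deg C. Lysed; phospho-Akt Ser473 by HTRF after 24 h, 665/615 ratio.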
HEK293 tox: cytotoxic in the GLP-1 receptor inverse agonist counter-screen. HEK293 cAMP-luciferase reporter cells, luminescence, 24 h. Potency, µM (doses to about 38.3 µM), for the others: top-dose activity change, negative = inhibition, hits mostly inhibitors. 0.13% of 410,000 active;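 further: loss of luciferase light is scored as toxicity; potency means the concentration at half of the fitted maximal effect; on the % scale 0 is the no-effect control and ±100 the full control effect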
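A 23 nL compound transfer followed 12 hours of cell culture at 37 deg C; exposure then lasted 24 hr. Luciferase assay detection reagent was dispensed and plates read for luminescence after a 12 min room-temperature wait.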
FUS yeast rescue: suppressors of FUS proteinopathy in yeast; S. cerevisiae FUS-expressing, growth rescue, OD600, 24 h; Potency, µM (highest dose often 76.6 µM), for the others: at the highest dose growth rescue (activation), usual class: activators; 0.24% of 390,000 active;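 further: potency means the concentration at half of the fitted maximal effect; plate controls were DMSO vehicle for no effect and reference control for full effect; nearly all actives have a fitted effect of over 55% in size; some results filed as inactive show a strong effect at the top dose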
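S. cerevisiae expressing FUS from galactose induction served as the toxicity model. Growth after 24hr at 30C, read as absorbance at 600 nm, indicates suppression of toxicity; compounds dosed at several concentrations.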
An asterisk follows results filed as active; i = inactive; ? = inconclusive; . = no result given; & = joins results of further samples; [ ] = another dose, or the depositor's remark. Unless noted, the call rests on the fitted dose curve; in most records, active means well fitted curve in the direction sought with a large enough effect; inconclusive means small, poorly fitted or top-dose-only effect, or another doubt; inactive means no such curve, though single readings can be large; an effect the other way counts as inactive or inconclusive. This is a subset; rates above refer to the full screens.

#1 O=c1c2ccccc2[nH]c(=S)n1CCCN1CCN(c2ccccc2)CC1
#2 COC(=O)[C@H]1[C@@H](C)N(CCc2cc(OC)c(OC)c(OC)c2)C(=O)N[C@H]1c1ccccc1
#3 CCc1nc2ccc(C(=O)NCCOc3ccc(OC)cc3)cn2c1N(C)C(=O)COc1ccccc1
#4 O=C(Oc1ccc2c(c1)OCO2)c1ccncc1
#5 CC(=O)c1cccc(NC(=O)Nc2csc3c2CCCC3)c1
#6 CC(=O)N1N=C(c2ccc(C)cc2)OC1c1cccnc1 (stereo unspecified)
#7 CN1C(=O)CSC1=NCC12CC3CC(CC(C3)C1)C2
#8 COc1ccc(S(=O)(=O)N2C[C@H]3CON(C)[C@H]3C[C@H]2c2cccc(Br)c2)cc1

screen / no. | 1 | 2 | 3 | 4 | 5 | 6 | 7 | 8
TDP-43 yeast inh | -12% | 9% | 18% | -20% | -4% | -22% | -13% | 21%
Mm-Cpn inhibitor | 0% | . | . | 1% | -7% | -1% | -1% | .
Abeta rescue | -5% | -1% | 2% | 7% | -6% | 6% | 26% | -4%
aSyn yeast inh | -4% | -1% | -1% | -1% | 1% | -2% | -24% | 11%
PTHR1 ag | -7% | i | -20% | -19%[57.5 µM] | -15% | -7% | i | -5%
GLP1R inv ag | ? | 3% | 12% | 14% | ? | 1%[7.66 µM] | 7% | -15%
pAkt inh | i | i | i | i | i | i | i | i
HEK293 tox | 0% | 0% | -4% | 2% | -8% | 18%[7.66 µM] | 27% | 4%
FUS yeast rescue | 10% | 11% | 14% | -14% | -28% | 10% | -12% | 3%

#9 COc1ccc(C)cc1NC(=O)CNc1ccccc1CN(C)C1CCCCC1
#10 Cc1ccccc1Nc1nc(-c2cccnc2)cs1
#11 CCOc1ccc(NC(=O)CSc2nc3cc(C(=O)NCC4CCCO4)ccc3c(=O)n2CC2CCCO2)cc1 (stereo unspecified)
#12 O=C(CNC(=O)c1sc2ccccc2c1Cl)OCc1ccccc1
#13 CCOC(=O)c1ccc(NC(=S)NNC(=O)c2cc(-c3cccnc3)nc3ccccc23)cc1
#14 CCCCCCCCNC(=O)c1cccnc1SCC(=O)Nc1ccccc1OC
#15 O=C(Nc1ccc(S(=O)(=O)Nc2nccs2)cc1)c1ccccc1OC(F)F
#16 CCCN(CCC)C(=O)C1CCN(c2ncnc3c2nc2n3CCCCC2)CC1

screen / no. | 9 | 10 | 11 | 12 | 13 | 14 | 15 | 16
TDP-43 yeast inh | 4% | 0% | 14% | 3% | 0% | 17% | 13% | 0%
Mm-Cpn inhibitor | 1% | 1% | . | -9% | 2% | -3% | -1% | .
Abeta rescue | 8% | 5% | 1% | -2% | 29% | 22% | 10% | -52%[inhibitor]
aSyn yeast inh | -6% | 3% | -4% | 6% | 2% | -13% | 0%[1.84 µM] | .
PTHR1 ag | i | -35%[inhibitor] | i | i | -12% | -65%[inhibitor] | i | -26%
GLP1R inv ag | ? | ? | 12% | 13% | 8% | -13% | 1% | 2%
pAkt inh | i | i | i | i | i | i | i | .
HEK293 tox | -28% | -15% | -2% | 4% | -17% | -3%[1.53 µM] | 18% | -3%
FUS yeast rescue | -9% | -1% | 3% | 10% | ? | 13% | 4% | 11%

Structures above that have four or more nitrogen atoms:
#1 O=c1c2ccccc2[nH]c(=S)n1CCCN1CCN(c2ccccc2)CC1
#3 CCc1nc2ccc(C(=O)NCCOc3ccc(OC)cc3)cn2c1N(C)C(=O)COc1ccccc1
#11 CCOc1ccc(NC(=O)CSc2nc3cc(C(=O)NCC4CCCO4)ccc3c(=O)n2CC2CCCO2)cc1 (stereo unspecified)
#13 CCOC(=O)c1ccc(NC(=S)NNC(=O)c2cc(-c3cccnc3)nc3ccccc23)cc1
#16 CCCN(CCC)C(=O)C1CCN(c2ncnc3c2nc2n3CCCCC2)CC1

screen / no. | 1 | 3 | 11 | 13 | 16
TDP-43 yeast inh | -12% | 18% | 14% | 0% | 0%
Mm-Cpn inhibitor | 0% | . | . | 2% | .
Abeta rescue | -5% | 2% | 1% | 29% | -52%[inhibitor]
aSyn yeast inh | -4% | -1% | -4% | 2% | .
PTHR1 ag | -7% | -20% | i | -12% | -26%
GLP1R inv ag | ? | 12% | 12% | 8% | 2%
pAkt inh | i | i | i | i | .
HEK293 tox | 0% | -4% | -2% | -17% | -3%
FUS yeast rescue | 10% | 14% | 3% | ? | 11%

The listing continues:
#17 COCCCNC(=O)c1cc(-c2cccnc2)nc2ccccc12
#18 CCNC(=O)C1(C)CCN(C(=O)c2ccc(C#N)cc2)C1 (stereo unspecified)
#19 COc1ccc(OCc2ccc(C(=O)NN)cc2)cc1
#20 Cc1cc(C)c2nc(N3CCC(C(=O)N4CCCC4)CC3)sc2c1
#21 Cc1nc(C)c(C(=O)O)s1
#22 CC1=C(C(=O)Nc2ccccc2C)C(c2ccccn2)n2nc(SCc3ccccc3F)nc2N1 (stereo unspecified)
#23 Cc1ccc(S(=O)(=O)Cc2ccc(C(=O)OCc3ccccc3)cc2)cc1
#24 CC(=O)c1cccc(NC(=O)N2CCCC2C(=O)NC2CCCCC2)c1 (stereo unspecified)

screen / no. | 17 | 18 | 19 | 20 | 21 | 22 | 23 | 24
TDP-43 yeast inh | -10%&-8% | 14% | -5% | 8% | -14% | 19% | 9% | -7%
Mm-Cpn inhibitor | 0% | . | 0% | 1% | 1% | . | -1% | 1%
Abeta rescue | -3%&-1% | 6% | 3% | -16% | 0% | -9% | 11% | -1%
aSyn yeast inh | 0% | 0% | -4% | 1% | -2% | . | 2% | 1%
PTHR1 ag | 19%&19% | -2% | -24%[57.5 µM] | -3%[57.5 µM] | 26% | 16% | -5%[57.5 µM] | i
GLP1R inv ag | 7%&1% | -3% | 10% | -11% | 13% | 16% | ? | -3%
pAkt inh | i | i | i | i | i | . | i | i
HEK293 tox | 7%&-4% | -1% | -3% | -11% | -2% | 3% | -22% | -6%
FUS yeast rescue | 14%&6% | -24% | 31% | 24% | -6% | -3% | 6% | 6%

#25 Cc1ccc(C)c(S(=O)(=O)NCc2cccnc2)c1
#26 O=C(O)c1cccc(-n2cccc2C=C2C(=O)c3ccccc3C2=O)c1
#27 COc1ccc(N2CCC(CNC(=O)Nc3cccc(OC)c3)C2)cc1 (stereo unspecified)
#28 CN(CC(=O)Nc1ccccc1Cl)C(=O)COC(=O)c1cccs1
#29 O=C1N(c2ccc(Cl)cc2)C(c2ccccc2)N2CCCN12 (stereo unspecified)
#30 O=C(Cc1ccc(S(=O)(=O)N2CCOCC2)s1)Nc1ccc(S(=O)(=O)N2CCCCC2)cc1
#31 Cc1cccc(C2c3[nH]c4ccccc4c3CCN2C(=O)c2cc(CC(C)C)[nH]c(=O)n2)n1 (stereo unspecified)
#32 Cc1ccc(-n2nc(C)c(Sc3ccccc3[N+](=O)[O-])c2N)cc1

screen / no. | 25 | 26 | 27 | 28 | 29 | 30 | 31 | 32
TDP-43 yeast inh | -8% | 0% | -19% | -12% | -13% | -16% | 1% | ?
Mm-Cpn inhibitor | 2% | 1% | -3% | 0% | 0% | -13% | 3% | 2%
Abeta rescue | 4% | -16% | -22% | 8% | 7% | -7% | 6% | -66%[inhibitor]
aSyn yeast inh | 1% | -3% | 0% | -5% | -1% | 0% | 3% | 10%
PTHR1 ag | i | i | i | 4% | -7% | -27% | i | -36%[inhibitor]
GLP1R inv ag | -7% | 55%[activator] | 0% | -3% | -8% | ? | ? | ?
pAkt inh | i | i | i | i | i | i | i | i
HEK293 tox | 0% | 4% | -18% | -10% | -25% | -1% | -20% | 16%
FUS yeast rescue | -1% | 40% | ? | . | . | 54% | 22% | 33%

#33 COc1cccc(CNS(=O)(=O)c2c(C)[nH]c(C)c2C(=O)N2CCCCC2)c1
#34 Cc1cc(=O)[nH]c(SCC(=O)Nc2cc(S(=O)(=O)N3CCCC3)ccc2Cl)n1
#35 O=C(OCCN1C(=O)c2cccc3c(N4CCOCC4)ccc(c23)C1=O)c1ccc(Cl)cc1Cl
#36 CN(CC(=O)N1CCCCCC1)S(=O)(=O)c1ccc(Br)s1
#37 Cc1cccc(C)c1NC(=O)CN(C)C(=O)CC1OC(=O)c2ccccc21 (stereo unspecified)
#38 CC(OC(=O)c1ccccc1C(=O)N(C)c1ccccc1)C(=O)Nc1ccc(C(N)=O)cc1 (stereo unspecified)
#39 CCC(c1nnnn1CCOC)N1CCN(c2nc3ccccc3s2)CC1 (stereo unspecified)
#40 O=C(CSc1nnnn1-c1ccccc1)c1ccco1
#41 CCc1ccc(C2CC(c3ccc(Cl)cc3)=NNC2=O)cc1 (stereo unspecified)
#42 COc1ccc(C)cc1NC(=O)C(OC(=O)c1cc(C)oc1C)c1ccccc1 (stereo unspecified)

screen / no. | 33 | 34 | 35 | 36 | 37 | 38 | 39 | 40 | 41 | 42
TDP-43 yeast inh | 2% | -7% | 0% | -22% | -13% | -7% | 13% | 7% | ? | -4%
Mm-Cpn inhibitor | 0% | 1% | -1% | . | -1% | -3% | 2% | 2% | -2% | 4%
Abeta rescue | 0% | 12% | 10% | -43%[inhibitor] | -4% | 0% | -1% | -27% | 7% | -1%
aSyn yeast inh | 8% | 9% | 10% | 12% | -1% | -1% | 4% | 16% | 27% | 4%
PTHR1 ag | -13% | i | -3% | i | -6% | -17% | -21% | -11% | i | i
GLP1R inv ag | 3% | 22% | 1.3µM* | -10% | 0% | 10% | 2% | 0% | 0% | ?
pAkt inh | i | i | i | i | i | i | i | i | i | i
HEK293 tox | -3% | 3% | . | -8% | -4% | 4% | -29% | -1% | 11% | 3%
FUS yeast rescue | -25% | 35% | 33% | -16% | 2% | 9% | 4% | -14% | . | 1%
